Assay outcomes (PubChem BioAssay)
GAA glycogen = inhibitors or activators of human alpha-glucosidase glycogen cleavage. P10253. AID 2100. Potency, µM (titrated, usually from 76.4 µM), without a hit: at the top dose activity change, negative = inhibition, actives largely listed as inhibitors. 300,000 compounds, 0.38% hits. recombinant GAA, glycogen substrate, Amplex Red glucose oxidase fluorescence;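 also: 0% = full enzyme reaction and -100% = no-enzyme basal signal; the screen sought inhibitors and activators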
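qHTS, 1536-well; enzyme 4 nM final; cpd up to 77 uM; substrate bovine liver glycogen 30 ug; 50 mM citrate/phosphate pH 5.0, 0.01% Tween-20; 37 C, 40 min; Amplex Red detection 45 min RT; Hill fit → AC50.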
GLA spleen mod = inhibitors or activators of human alpha-galactosidase in spleen homogenate. human spleen homogenate, 4MU-alpha-Gal fluorescence, 40 min. Potency, µM (titrated, usually from 80 µM), inactives show top-dose activity change, negative = inhibition, usual class: inhibitors. 240,000 compounds, 0.008% hits. P06280;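 also: 0% = enzyme with vehicle and -100% = no enzyme basal signal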
Target sequence (P06280 32-429 limits assumed): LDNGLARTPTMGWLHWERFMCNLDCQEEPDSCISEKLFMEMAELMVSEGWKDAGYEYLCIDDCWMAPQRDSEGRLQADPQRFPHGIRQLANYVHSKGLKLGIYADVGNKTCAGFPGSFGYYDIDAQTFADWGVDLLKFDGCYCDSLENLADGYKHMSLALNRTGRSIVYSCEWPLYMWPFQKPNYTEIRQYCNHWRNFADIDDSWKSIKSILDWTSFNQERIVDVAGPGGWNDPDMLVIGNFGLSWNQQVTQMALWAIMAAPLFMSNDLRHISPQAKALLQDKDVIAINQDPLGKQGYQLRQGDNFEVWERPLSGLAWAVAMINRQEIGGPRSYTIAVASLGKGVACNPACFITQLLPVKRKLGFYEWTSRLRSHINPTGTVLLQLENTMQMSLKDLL
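Spleen homogenate 1 ug + cpd (titration) + 4-MU-alpha-D-galactopyranoside 1 mM; 37C 40 min; 50 mM citrate/phosphate pH 5.0, 0.01% Tween-20; stop pH 10; fluorescence 365/440; AC50 via Hill.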
ALDH1A1 inh = inhibitors of human aldehyde dehydrogenase 1A1; P00352; Purified ALDH1A1, NADH fluorescence, propionaldehyde substrate; Potency, µM (series often up to 75.3 µM), without a hit: at the top dose activity, negative = inhibition, hits mostly inhibitors; 220,000 compounds, 7.3% hits; active = well fitted inhibition curve with a large enough effect, not every such curve was filed as active; inconclusive = small, poorly fitted or top-dose-only effect, or another doubt; inactive = no such curve, though single readings can be large or run the other way;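 also: plate controls were no enzyme wells and a reference inhibitor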
Target sequence (P00352 whole entry, looked up): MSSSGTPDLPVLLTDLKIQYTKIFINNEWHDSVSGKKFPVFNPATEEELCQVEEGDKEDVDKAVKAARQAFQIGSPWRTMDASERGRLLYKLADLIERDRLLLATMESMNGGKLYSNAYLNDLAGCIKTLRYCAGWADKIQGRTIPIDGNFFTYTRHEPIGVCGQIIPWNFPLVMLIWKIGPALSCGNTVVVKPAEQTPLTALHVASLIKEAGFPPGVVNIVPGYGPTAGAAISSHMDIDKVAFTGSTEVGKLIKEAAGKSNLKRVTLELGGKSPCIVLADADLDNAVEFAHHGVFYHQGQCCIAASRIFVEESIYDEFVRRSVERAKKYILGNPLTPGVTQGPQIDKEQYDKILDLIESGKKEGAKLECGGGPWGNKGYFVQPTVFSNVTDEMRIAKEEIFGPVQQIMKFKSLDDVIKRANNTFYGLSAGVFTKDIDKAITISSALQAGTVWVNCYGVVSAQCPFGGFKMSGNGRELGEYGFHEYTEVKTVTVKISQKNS
GAA inhib = blocks human lysosomal alpha-glucosidase; P10253; purified human GAA, 4-MU-alpha-glucoside fluorescence; Potency, µM (series often up to 76.9 µM), for the others: at the highest dose activity change, negative = inhibition, usual class: inhibitors; 200,000 compounds, 0.005% hits; AID 1466;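 also: plate controls were uninhibited enzyme wells for no effect and no-enzyme background for full effect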
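Compounds are titrated up to 77 uM against 4 nM human enzyme. Substrate 4-methylumbelliferyl-alpha-D-pyranoside (400 uM) reacts 20 min at room temperature in pH 5.0 buffer; liberated 4-methylumbelliferone is read at 440 nm.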
KDM4E inh = inhibitors of human JMJD2E histone demethylase; JMJD2E catalytic domain, FDH-coupled NADH fluorescence (FDH is formaldehyde dehydrogenase); AID 2147; B2RXH2; 230,000 compounds, 1.6% hits; Potency, µM (doses to about 57.1 µM), for inactives: top-dose activity change, negative = inhibition, hits mostly inhibitors; active = well fitted inhibition curve with a large enough effect, not every such curve was filed as active; inconclusive = small, poorly fitted or top-dose-only effect, or another doubt; inactive = no such curve, though single readings can be large or run the other way;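 also: 0% = wells with enzyme and -100% = buffer wells without enzyme; nearly all actives have a fitted effect of over 50% in size; many of its hits are not listed in these tables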
SMN2 splice enh = enhancers of SMN2 splice variant expression; HEK293 SMN2-luciferase splicing reporter, luminescence, 30-36 h; Potency, µM (top dose mostly 46.1 µM), without a hit: at the top dose activity change, positive = activation, actives largely listed as activators; 210,000 compounds, 2.8% hits; AID 1458; also: % of control where 0% means no effect; nearly all actives have a fitted effect of over 55% in size
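qHTS luciferase splicing reporter: luminescence rises when SMN2 exon 7 is included in transfected HEK293 cells. Compound exposure lasted 30-36 h at 37C, with 4.5 mM final sodium butyrate as control, followed by a ONE-Glo read.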
aGlu spleen mod = inhibits or activates alpha-glucosidase in human spleen homogenate; human spleen homogenate, 4-MU-alpha-glucoside fluorescence; Potency, µM (highest dose often 79.9 µM), for inactives: at the top dose activity change, negative = inhibition, most hits filed as inhibitors; 240,000 compounds, 0.006% hits; AID 2112;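 also: 0% = enzyme with vehicle and -100% = no enzyme basal signal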
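Enzyme source: human spleen homogenate, 1 ug/well. Buffer 50 mM citric acid/K phosphate pH 5.0, 0.01% Tween-20. 4-MU-alpha-glucoside 1 mM; 37 C x 40 min; NaOH/glycine stop; fluorescence.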
GoLoco inh red = inhibitors of human Gai1-RGS12 GoLoco interaction (red fluorophore); P63096; Gai1:RGS12 GoLoco peptide FP, rhodamine, 10 min; Potency, µM (titrated, usually from 61.6 µM), inactives show at the highest dose activity, negative = inhibition, actives largely listed as inhibitors; 230,000 compounds, 0.44% hits; active = well fitted inhibition curve with a large enough effect, not every such curve was filed as active; inactive = no such curve, though single readings can be large or run the other way; also: % is scaled to controls: 0 for no effect and ±100 for the full control effect; nearly all actives have a fitted effect of over 30% in size; many of its hits are not listed in these tables
Numbers without * were called inactive; ? = inconclusive; nt = no result given; [ ] = another dose, or the depositor's remark. Unless noted, calls follow the shape of the dose curve; as a rule, active = well fitted curve in the direction sought with a large enough effect; inconclusive = small, poorly fitted or top-dose-only effect, or another doubt; inactive = no such curve, though single readings can be large; an effect the other way counts as inactive or inconclusive. Potency is read from the fitted curve at half-maximal effect. An excerpt; rates above refer to the full screens.

molecule,GAA glycogen,GLA spleen mod,ALDH1A1 inh,GAA inhib,KDM4E inh,SMN2 splice enh,aGlu spleen mod,GoLoco inh red
CCCC(c1nnnn1CCOC)N(Cc1cc2cc(C)c(C)cc2[nH]c1=O)CC1CCCO1 (configuration not stated),1%,5%,?,-8%,?,-30%,-3%,-4%
Cc1ccc(-c2ccc(C(=O)O)c(C)n2)cc1,15%,0%,13%,-6%,-1%,?,-2%,3%
CCOC(=O)Cc1csc(SCC(=O)Nc2cccc(Cl)c2)n1,5%,-9%,-4%,-6%,1%,-8%,-5%,17%
CCC(=O)N1CCN(c2ccc(Cl)cc2NC(=O)Cc2ccc(Cl)cc2)CC1,9%,-1%,?,?,-1%,-2%,-5%,-13%
CC(NC(=O)COC(=O)c1cc(Cl)nc(Cl)c1)c1ccccc1 (configuration not stated),-16%,3%,-4%,2%,-1%,2%,-3%,60%[activator]
CCc1ccccc1NC(=O)CN(C)C(=O)CN1C(=O)NC2(CCCCCC2)C1=O,3%,4%,5%,0%,10%,20%,6%,-20%
COc1ccc([C@H]2[C@@H]3C=CCC[C@@]3(C)C(=O)N2Cc2ccccc2)cc1Cl,-6%,-7%,nt,nt,-5%,nt,-2%,5%
Cc1cnc(CNc2ccnc(-c3ccccc3C)n2)cn1,nt,-16%,6%,nt,nt,nt,2%,0%
Cc1cc(C)cc(N(C(=O)Cc2cccs2)C(C(=O)NC2CCCC2)c2ccc(C)o2)c1 (configuration not stated),1%,-29%,-1%,-3%,-1%,-16%,-15%,-2%
CCOc1ccc(CNCc2cccnc2)cc1,3%,-3%,?,-7%,2%,13%,-8%,3%
CS(=O)(=O)N(CC(=O)N1CCN(c2cccc(Cl)c2)CC1)c1ccccc1,2%,-7%,6%,1%,3%,-29%,-7%,2%
O=C(c1ccc(C23CC4CC(CC(C4)C2)C3)o1)N1CCOCC1,3%,4%,-7%,-4%,2%,-16%,-1%,6%
COc1ccc(N(CC(=O)NCc2ccc(Cl)cc2)S(=O)(=O)c2ccccc2[N+](=O)[O-])c(OC)c1,-16%,2%,4%,?,-19%,nt,1%,9%
CCc1cc2c(SCC(=O)Nc3ncc(Cl)c(C)c3Cl)ncnc2s1,10%,0%,13%,-2%,2%,-4%,-1%,18%
CCOC(=O)C1=C(N)Oc2c(oc(CO)cc2=O)C1c1ccc(F)c(F)c1 (configuration not stated),6%,2%,14%,-6%[15.4 µM],?,nt,-4%,10%
CC(Sc1nc2ccccc2n1C)C(=O)NC(c1ccccc1)c1ccccc1 (configuration not stated),-10%,6%,4%,-5%,0%,-7%,-2%,10%
COc1cccc(OCCCN2CCCCCC2)c1,-2%,2%,14µM*,2%,?,-10%,9%,2%
CCCn1nnc(NC(=O)COc2cc(C)ccc2C(C)C)n1,-12%,0%,-3%,0%,5%,-13%,2%,-3%
O=C(c1ccccn1)N(Cc1ccco1)C1(C(=O)NC2CCCC2)CCCCC1,8%,-6%,9%,?,-2%,1%,-4%,6%
O=C(COC(=O)c1c2c(nc3ccccc13)/C(=C/c1cccc([N+](=O)[O-])c1)CCC2)NC1CCS(=O)(=O)C1 (configuration not stated),-9%,3%,-13%,-11%,-11%,-4%,2%,-1%
Cc1c(CCOC(=O)CC23CC4CC(CC(C4)C2)C3)sc[n+]1Cc1ccccc1,1%,-4%,?,3%,5%,-15%,-2%,1%
CC(C)CC1NC(=O)N(CC(=O)NC2CCCc3ccccc32)C1=O (configuration not stated),-16%,1%,3%,-5%,2%,19%,0%,-21%
S=c1[nH]nc(Cc2cccs2)n1-c1ccccc1,0%,-11%,-3%,-1%,5%,-3%,-3%,9%
Cc1ccc(CSc2nc3c(c(=O)[nH]c(=O)n3C)n2CCC(C)C)cc1,-19%,3%,?,0%,6%,-5%,-2%,-10%
CC1=C(/C=C/C(C)=C/C=C/C(C)=C/C=O)C(C)(C)CCC1,nt,2%,22µM*,nt,nt,3%,2%,-2%
CCCCC1C2=C(CCCC2=O)OC2=C1C(=O)CCC2,-8%,-6%,2%,-1%,-2%,0%,-6%,6%
COC(=O)CCC(=O)NNC(=O)c1ccc(Cl)cc1Cl,6%,4%,9%,-2%,-3%,-15%,1%,4%
Cc1ccc(Cl)c(OCC(O)CN(CCO)CCO)c1 (configuration not stated),4%,-2%,-1%,1%,2%,-4%,-2%,7%
Cc1cccc(OCCNc2nc3c(c(=O)n(C)c(=O)n3C)n2C)c1,-21%,-5%,-21%,?,10%,-34%[inhibitor],-10%,6%
COc1ccc(-n2nc3c(c2NC(=O)c2c(F)cccc2Cl)CS(=O)C3)cc1 (configuration not stated),-2%,0%,-3%,?,-19%,-11%,-15%,2%
NC(=O)c1ccc(-n2c(CCC(=O)O)ccc2-c2cccs2)cc1,2%,-3%,3.2µM*,7%,-1%,nt,4%,-16%
CCOC(=O)c1sc(Nc2ccc(Br)cc2)nc1C,-1%,-3%,nt,nt,?,nt,-5%,-4%
Cc1cc(NC(=O)CN(C)C)c([N+](=O)[O-])cc1C,6%,-8%,0%,-2%,-2%,10%,-4%,2%
O=C(COc1ccccc1/C=C1\SC(=O)NC1=O)Nc1ccccc1,0%,-3%,?,?,-2%,-52%[inhibitor],7%,7%
Cc1cc(C)nc(NC2=NCC(=O)N2c2ccc3c(c2)OCCO3)n1,2%,1%,3%,6%,-2%,12%,-19%,-4%
COc1ccc(/C=C(\C#N)C(=O)N2CCOCC2)cc1Br,3%,5%,?,0%,4%,-14%,4%,3%
COc1cccc(OCC(O)CN2CCN(c3ccc(Cl)cc3)CC2)c1 (configuration not stated),1%,1%,nt,nt,-4%,nt,-3%,0%
Cc1cc(C)cc(-n2c(C)cc(/C=N/NC(=O)CN(c3c(C)cccc3C)S(C)(=O)=O)c2C)c1,2%,-4%,?,-2%,?,17%,2%,3%
CN1CCN(c2ccnc(-c3ccc(N(C)C)cc3)n2)CC1,nt,23%,?,nt,nt,nt,2%,4%
CCCOc1ccc(NC(=O)C2CCCNC2=O)cc1 (configuration not stated),-6%,8%,10%,-6%,-2%,nt,-13%,2%

Not a retest: 2 of the compounds above.
molecule,GAA glycogen,GLA spleen mod,ALDH1A1 inh,GAA inhib,KDM4E inh,SMN2 splice enh,aGlu spleen mod,GoLoco inh red
CN1CCN(c2ccnc(-c3ccc(N(C)C)cc3)n2)CC1,nt,23%,?,nt,nt,nt,2%,4%
CCCOc1ccc(NC(=O)C2CCCNC2=O)cc1 (configuration not stated),-6%,8%,10%,-6%,-2%,nt,-13%,2%

Next records follow.
molecule,GAA glycogen,GLA spleen mod,ALDH1A1 inh,GAA inhib,KDM4E inh,SMN2 splice enh,aGlu spleen mod,GoLoco inh red
Cc1cc(C)c2c3c(sc2n1)C(=O)N(C)CC(=O)N3,-4%,3%,1%,1%,-4%,-18%,-16%,4%
CCOC(=O)c1c(NC(=O)CC(C)C)sc(C(C)=O)c1C,-1%,3%,?,0%,-5%,-12%,-3%,7%
S=c1[nH]nc(-c2ccco2)n1/N=C/c1ccc(Cl)c(Cl)c1,-12%,-6%,?,-3%,-2%,nt,-3%,nt
Cc1ccc(C(=O)COC(=O)CNC(=O)c2ccco2)cc1,10%,2%,9%,4%,2%,1%,-10%,5%
O=C(Nc1ccc(S(=O)(=O)N2CCCC2)cc1)c1cccs1,-10%,1%,-12%,7%,-2%,nt,-1%,3%
Cc1ccccc1SCCNC(=O)c1ccccc1Br,-5%,9%,-6%,11%,3%,27%,-1%,4%
CCCCCNCC(=O)Nc1cc(C(F)(F)F)ccc1OCCOC,-3%,1%,?,-8%,-24%,-37%[inhibitor],-1%,1%
O=C(CN1CCOCC1)NNc1c2ccccc2nc2ccccc12,?,8%,nt,nt,?,nt,-1%,3%
Cc1c(Cl)c([N+](=O)[O-])nn1CC(=O)N1CCCc2ccccc21,5%,-3%,-9%,-5%,7%,-1%,-7%,10%
CCOC(=S)SCC(=O)Nc1nccs1,-13%,-1%,?,?,-9%,-12%,6%,-112%
CCn1cc(/C=N\NC(=O)Cc2ccc([N+](=O)[O-])cc2)c(C)n1,3%,-14%,13%,5%,12%,2%,-7%,12%
CCn1cc(C(=O)NCc2ccco2)c(=O)c2cc(S(=O)(=O)N3CCCCCC3)ccc21,9%,3%,8.9µM*,?,-15%,-15%,-1%,-8%

In the list so far, six contain an aryl methoxy group.
molecule,GAA glycogen,GLA spleen mod,ALDH1A1 inh,GAA inhib,KDM4E inh,SMN2 splice enh,aGlu spleen mod,GoLoco inh red
COc1ccc([C@H]2[C@@H]3C=CCC[C@@]3(C)C(=O)N2Cc2ccccc2)cc1Cl,-6%,-7%,nt,nt,-5%,nt,-2%,5%
COc1ccc(N(CC(=O)NCc2ccc(Cl)cc2)S(=O)(=O)c2ccccc2[N+](=O)[O-])c(OC)c1,-16%,2%,4%,?,-19%,nt,1%,9%
COc1cccc(OCCCN2CCCCCC2)c1,-2%,2%,14µM*,2%,?,-10%,9%,2%
COc1ccc(-n2nc3c(c2NC(=O)c2c(F)cccc2Cl)CS(=O)C3)cc1 (configuration not stated),-2%,0%,-3%,?,-19%,-11%,-15%,2%
COc1ccc(/C=C(\C#N)C(=O)N2CCOCC2)cc1Br,3%,5%,?,0%,4%,-14%,4%,3%
COc1cccc(OCC(O)CN2CCN(c3ccc(Cl)cc3)CC2)c1 (configuration not stated),1%,1%,nt,nt,-4%,nt,-3%,0%
